# Source: PubChem
# TRPC4 potent: TRPC4 (mouse) allosteric potentiation; 0.42% of 310,000 active; Q9QUQ5; HEK293 TRPC4beta/mu-opioid, DAMGO EC20, Fluo-4 Ca2+ flux; stronger effect = higher value; AID 2227; B-score at 10 µM;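 active = B-score of calcium response area above 5 SD of library B-scores, with initial fluorescence ratio within 5 SD of library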;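 note: B-score of integrated fluorescence ratio over time as area under calcium response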
# Target sequence (Q9QUQ5 whole entry, looked up): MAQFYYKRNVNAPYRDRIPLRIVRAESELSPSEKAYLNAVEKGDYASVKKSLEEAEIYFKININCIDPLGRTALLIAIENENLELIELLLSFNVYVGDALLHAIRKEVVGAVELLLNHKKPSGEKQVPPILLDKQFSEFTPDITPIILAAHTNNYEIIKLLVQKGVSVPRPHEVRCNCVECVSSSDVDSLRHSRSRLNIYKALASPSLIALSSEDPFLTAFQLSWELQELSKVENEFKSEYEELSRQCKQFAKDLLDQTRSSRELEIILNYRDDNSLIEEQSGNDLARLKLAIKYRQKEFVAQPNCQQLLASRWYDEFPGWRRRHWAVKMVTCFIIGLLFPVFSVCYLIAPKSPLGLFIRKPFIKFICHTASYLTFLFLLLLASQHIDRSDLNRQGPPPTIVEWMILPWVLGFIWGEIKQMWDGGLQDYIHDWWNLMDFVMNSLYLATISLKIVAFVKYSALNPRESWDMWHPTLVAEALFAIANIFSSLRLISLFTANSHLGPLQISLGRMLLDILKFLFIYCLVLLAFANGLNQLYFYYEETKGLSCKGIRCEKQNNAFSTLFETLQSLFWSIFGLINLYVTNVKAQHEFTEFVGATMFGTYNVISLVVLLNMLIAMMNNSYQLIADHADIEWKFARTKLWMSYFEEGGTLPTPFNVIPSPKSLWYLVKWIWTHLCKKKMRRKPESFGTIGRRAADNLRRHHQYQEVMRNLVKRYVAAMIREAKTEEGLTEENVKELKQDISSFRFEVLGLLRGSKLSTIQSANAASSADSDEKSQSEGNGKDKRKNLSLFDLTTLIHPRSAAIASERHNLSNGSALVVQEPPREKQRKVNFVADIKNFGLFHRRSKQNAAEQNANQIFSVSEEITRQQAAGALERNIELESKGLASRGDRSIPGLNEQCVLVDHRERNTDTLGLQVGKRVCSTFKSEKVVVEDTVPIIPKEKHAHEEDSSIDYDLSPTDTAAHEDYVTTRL
# TRPC4 agonist: activators of mouse TRPC4 channel; B-score at 10 µM; AID 2237; HEK293 TRPC4beta/mu-opioid, Fluo4 calcium fluorescence; stronger effect = higher value; Q9QUQ5; 0.49% of 310,000 active;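 active = B-score above 5 SD of library B-scores, and initial fluorescence ratio not above library mean plus 5 SD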;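 note: positive B-score marks a calcium rise read as TRPC4 activation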
#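 Material: TRPC4beta and mu-opioid receptor HEK293 stable cells | Incubation: 45 min room-temperature Fluo4 loading, 110 s read | Detection: Kinetic Fluo4 calcium fluorescence | Measure: Integrated baseline-normalised fluorescence ratio, converted to per-well B score | Benchmarks: Low control buffer alone, high control maximal DAMGO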
# TRPC6 inh: blocks the mouse TRPC6 cation channel; B-score at 10 µM; 1.1% of 310,000 active; HEK293-TRPC6, membrane potential dye, ACh-evoked depolarization; stronger effect = lower value;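 active = B-score under library mean minus 3 SD, initial fluorescence not abnormally high, positive integrated signal ratio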;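 note: B-score derived from integrated fluorescence ratio over the kinetic read; more negative B-score means stronger inhibition of depolarization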
# MrgX1 antagonist: blocks BAM8-22 activation of human MrgX1 receptor | Q96LB2 | MRGX1-HEK293 calcium flux, Fluo-4, BAM8-22 antagonism; stronger effect = lower value | B-score at 10 µM | 1.3% of 310,000 active | AID 588676;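 active = calcium-response B-score plate-corrected more than 3 library SD below zero, starting fluorescence within 5 deviations, no agonist response on first addition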;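 note: peak minus trough fluorescence over baseline after final BAM8-22 challenge near maximal dose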
# TRPC4 block: blocks the mouse TRPC4 cation channel. HEK293 TRPC4beta/mu-opioid, DAMGO-evoked Fluo4 calcium flux; stronger effect = lower value. B-score at 10 µM. 0.39% of 300,000 active. AID 2247;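 active = B-score over 3 SD under the library average, no early fluorescence shift, positive overall ratio signal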
#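 Test system – stable TRPC4beta/mu-opioid receptor HEK293 cells · Probe or stimulus – DAMGO, a submaximal dose followed by a maximal one · Dosing – one concentration per compound · Signal – Fluo4 calcium fluorescence by kinetic imaging, 5 s 1 Hz baseline · Evaluation – per-well B score of integrated baseline-normalized Fluo4 ratio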
# TRPC6 activator: activates the mouse TRPC6 cation channel; AID 2550; B-score at 10 µM; HEK293-TRPC6 membrane potential dye fluorescence; stronger effect = higher value; Q61143; 0.13% of 310,000 active;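 active = B-score of the integrated fluorescence ratio above library mean plus 3 SD, and starting fluorescence ratio within library mean plus 5 SD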;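 note: higher score means more depolarization so channel activation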
# SKKanGAS inh: blocks kanamycin growth of S. pyogenes SKKanGAS strain; 1.3% of 300,000 active; BacTiter-Glo, 6 h; inhibition, % at 7.5 µM;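 active = mean replicate score, as percent of positive control median, at least 50; inconclusive = mean below 50 but one replicate at or above 50; inactive = mean and every replicate below 50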;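 note: strain carries kanamycin resistance gene driven by streptokinase promoter and grows in 40 µg/ml kanamycin; loss of luminescence reflects streptokinase promoter inhibition or plain growth inhibition; 0% = median of DMSO wells and 100% = positive control at its reference dose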
# aSyn UTR inh: MLPCN primary screen, SNCA 5' untranslated region | 0.82% of 300,000 active | inhibition, % (tested at 7.5 µM) | alpha-synuclein 5'UTR reporter, inhibitor activity; in the data active = inhibition above about 60%; inconclusive = no clear call, values can overlap the other calls;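 note: H4 neuroglioblastoma cells stably carrying SNCA 5'UTR luciferase fusion; 0% = DMSO wells and 100% = positive control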
# IEC-6 tox: IEC-6 cytotoxicity, counter-screen for KLF5 inhibitors; luminescence viability; inhibition, % at 5 µM; 0.78% of 290,000 active; in the data active = inhibition above about 22%;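 note: 0% = plate median of test compound wells and 100% = cytotoxic reference compound wells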
# HIF act: HIF pathway transcriptional activation; U2OS HRE-luciferase reporter, luminescence; normalized: DMSO 0%, desferrioxamine 100%; activation, % at 7.5 µM (by protocol); 0.32% of 300,000 active; AID 1910;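 active = mean activation of at least 10% of the iron chelator positive control signal, with at least half of replicates also reaching 10%; inconclusive = mean and replicate majority disagree about reaching 10%; inactive = mean and most replicates under 10%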
# KLF5 inhibitor: suppresses KLF5 promoter-driven expression; DLD-1 KLF5 promoter-luciferase reporter, luminescence; inhibition, % at 5 µM; 0.23% of 290,000 active; AID 1700;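 active = inhibition above a per-plate limit of that plate's mean compound inhibition plus 3 SD, cut at about 60% in these data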;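 note: 0% = DMSO wells and 100% = LY294002 at 200 µM; higher means less KLF5 promoter-driven luciferase light; inactives centre near -14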
# An asterisk follows results filed as active; i = inactive; ? = inconclusive; nt = no result given.
item	molecule	TRPC4 potent	TRPC4 agonist	TRPC6 inh	MrgX1 antagonist	TRPC4 block	TRPC6 activator
1	COc1ccc(/C=C/C(=O)Nc2ccncc2)cc1OC	i	i	i	i	i	i
2	Cn1cc(CN2CCC(Oc3ccc(C(=O)N4CCCCC4)cc3)CC2)cn1	i	i	i	i	i	i
3	CN=c1scc(-c2ccc(OC)cc2)n1/N=C(\C)c1cccnc1	i	i	i	i	i	i
4	N#CC1=C(N)Oc2n[nH]c(-c3cccs3)c2C1c1ccco1 (stereo not drawn)	i	i	i	i	i	i
5	Cc1ccc(NC(=O)c2cnn(-c3ccccc3)c2C)cc1	i	i	i	i	i	i
6	O=C(NC1CCCCC1)Oc1cc2oc(=O)sc2cc1Br	i	i	i	i	i	i
7	Cc1cc(C)nc(N/N=C/c2ccccc2OCc2ccc(Br)cc2)n1	i	i	i	i	i	i
8	CN(C(=O)COC(=O)c1ccc2c(c1)OCO2)C1CCS(=O)(=O)C1 (stereo not drawn)	i	i	i	i	i	i
9	COc1ccc(-c2ccnc(-c3ccncc3)n2)cc1	i	i	i	i	i	i
10	Cc1ccc(/C(O)=C2/C(=O)C(=O)N(CCCn3ccnc3)C2c2ccccn2)cc1 (stereo not drawn)	i	i	i	nt	i	i
11	COc1ccc(N(C(=O)Cn2nnc(-c3ccc(Cl)cc3)n2)C(C(=O)NCC2CCCO2)c2ccc(C)cc2)cc1 (stereo not drawn)	i	i	i	i	i	i
12	CC1S/C(=C(\C#N)C(=O)NCc2ccco2)N(Cc2ccco2)C1=O (stereo not drawn)	i	i	i	i	i	i
13	Cc1ccc(C(=O)OCC(=O)Nc2ccccc2Sc2ccccc2)cc1C	i	i	i	i	i	i
14	CN(Cc1ccccc1)S(=O)(=O)c1cccc(C(=O)O)c1	i	i	i	i	i	i
15	Cc1ccc(NC(=O)c2csc3c2CCCC3)cc1	i	i	i	i	i	i

item	SKKanGAS inh	aSyn UTR inh	IEC-6 tox	HIF act	KLF5 inhibitor
1	-4.0	-18.7	0.0	-0.3	-48.4
2	-1.4	11.0	-5.4	0.8	-26.8
3	nt	-156.0	3.3	3.4	-38.3
4	-3.4	-1.9	0.2	-0.1	4.5
5	-5.8	-35.5	2.1	0.3	-59.9
6	-10.5	?	-5.0	0.5	0.2
7	-2.1	-143.7	1.2	1.8	-27.4
8	6.3	20.3	-5.1	0.4	-11.7
9	-6.4	-1.6	29.5*	1.0	10.3
10	-7.2	11.3	-1.8	-0.2	-35.5
11	-4.1	18.9	-2.0	-0.1	-5.3
12	1.1	-4.0	-5.2	-0.4	-21.2
13	14.3	10.5	0.5	0.0	-42.0
14	11.5	17.5	-3.3	-0.1	3.2
15	1.2	-157.8	8.2	2.9	-139.2

# Further entries follow:
item	molecule	TRPC4 potent	TRPC4 agonist	TRPC6 inh	MrgX1 antagonist	TRPC4 block	TRPC6 activator
16	O=C(N/N=C\C=C\c1ccc2c(c1)OCO2)c1ccc(F)cc1	i	i	i	i	i	i
17	CC(Cc1cccs1)NC(=O)NC1CCCCC1 (stereo not drawn)	i	i	i	i	i	i
18	O=C(Nc1cc(C(F)(F)F)ccc1N1CCCCC1)c1cccc([N+](=O)[O-])c1	i	i	i	i	nt	i
19	O=C(COc1ccc(S(=O)(=O)N2CCOCC2)cc1Cl)NCC1CCCO1 (stereo not drawn)	i	i	i	i	i	i
20	O=C(Nc1nccs1)c1cc(S(=O)(=O)N2CCOCC2)ccc1Cl	i	i	i	i	i	i
21	CN(C)CCCNC1=CC(=O)CC(c2ccccc2)C1 (stereo not drawn)	i	i	i	i	i	i
22	CCN(CC(=O)Nc1c(F)cccc1F)C(=O)C1CCN(S(=O)(=O)c2ccc(C)c(C)c2)CC1	i	i	i	i	i	i
23	CCOc1ccc(-n2c(SCC(=O)c3c(N)n(C)c(=O)n(C)c3=O)nnc2-c2cccnc2)cc1	i	i	i	i	i	i
24	Cn1cc(C(=O)N/N=C/c2cccc(O)c2)ccc1=O	i	i	i	i	i	i
25	CC(=O)Nc1ccc(CN2CCCC(CCC(=O)NCc3ccccc3F)C2)cc1 (stereo not drawn)	i	i	i	i	i	i
26	Cc1cc(C(=O)O)ccc1NCc1ccncc1	i	i	i	i	i	i
27	COc1cccc(N/C(SC)=C(/C#N)C(N)=O)c1	i	i	i	i	i	i
28	Cc1cc(C)c(C#N)c(SCc2c(F)cccc2[N+](=O)[O-])n1	i	i	i	-5.74*	i	i
29	CCOC(=O)CN1C(=O)S/C(=C/c2ccc3c(c2)n(C)c(=O)n3C)C1=O	i	i	i	i	i	i
30	COC(=O)c1ccccc1NC(=O)Cc1nc(-c2ccccc2)sc1-c1ccc(C)cc1	i	i	i	i	i	i

item	SKKanGAS inh	aSyn UTR inh	IEC-6 tox	HIF act	KLF5 inhibitor
16	-6.8	-18.0	1.2	0.9	-24.5
17	-1.7	-95.9	-7.2	2.0	-83.8
18	2.4	6.7	2.2	-0.2	-30.1
19	3.2	13.2	2.2	-0.2	-13.4
20	1.8	-7.9	nt	-1.6	nt
21	0.7	-3.7	3.5	-0.8	18.3
22	-14.0	11.7	nt	0.0	nt
23	2.6	-0.2	0.7	-0.2	-19.2
24	6.7	9.2	2.6	-0.2	8.8
25	-2.4	8.9	-7.1	-0.6	-27.1
26	-3.9	-4.3	2.7	0.0	-13.2
27	-5.3	-7.9	1.6	1.9	-1.0
28	8.2	22.2	-0.4	-0.8	-11.8
29	3.5	-154.8	-0.3	2.6	-23.5
30	5.3	-41.8	-9.9	0.0	-15.3

# Later entries:
item	molecule	TRPC4 potent	TRPC4 agonist	TRPC6 inh	MrgX1 antagonist	TRPC4 block	TRPC6 activator
31	COc1ccc(-c2csc(NC(=O)CSc3nc(SC)ns3)n2)cc1	i	i	i	i	i	i
32	Cc1ccc(CN(Cc2cc3cccc(C)c3[nH]c2=O)C(=O)N(C)C)cc1	i	i	i	i	i	i
33	Cc1ccc(NC(=O)CCc2c(C)nn(-c3ccc(N4CCCCC4)nn3)c2C)cc1F	i	i	i	i	i	i
34	O=C(c1ccco1)N1CCN(C(=O)c2ccc(CS(=O)c3ccc(Cl)cc3)o2)CC1 (stereo not drawn)	i	i	i	i	i	i
35	CCOc1cc(C2NC(=O)N(C)C(C)=C2C(=O)OC)cc(Br)c1O (stereo not drawn)	i	i	i	i	i	i
36	CCN1CCN(CC(O)COCC2COc3ccccc3O2)CC1 (stereo not drawn)	i	i	i	i	i	i
37	COc1ccc(NC(=O)c2ccccc2NS(=O)(=O)c2ccc(C)cc2)c([N+](=O)[O-])c1	i	i	i	i	i	i
38	Cc1nn(C)c(-c2n[nH]c(=S)n2-c2ccccc2)c1Cl	i	i	i	-4.75*	i	i
39	CC(=O)SC(C)CC(=O)Nc1ccccc1 (stereo not drawn)	i	i	i	i	i	i
40	COc1ccc(S(=O)(=O)N2CCC(C(=O)NCCC(=O)Nc3cccc(OC)c3)CC2)cc1	i	i	i	i	i	i
41	CCOC(=O)N1CCN(S(=O)(=O)c2cc(OCC(=O)NC3CCCCC3)c(C)cc2Cl)CC1	i	i	i	i	i	i
42	CCc1sc(C(=O)Nc2cccnc2)cc1Br	i	i	i	i	i	i
43	COc1cc(C(=O)NNC(=O)c2cccn2C)cc(OC)c1OC	i	i	i	i	i	i
44	O=C(NCCO)c1cccc(Cl)c1	i	i	i	i	i	i
45	Cc1cccn2c(=O)c(C(=O)NC3CC(C)CC(C)(C)C3)c(O)nc12 (stereo not drawn)	i	i	i	i	i	i

item	SKKanGAS inh	aSyn UTR inh	IEC-6 tox	HIF act	KLF5 inhibitor
31	11.0	-102.1	1.9	1.2	-1.6
32	2.3	17.8	nt	-0.4	nt
33	6.8	-85.1	-4.4	3.9	-94.1
34	2.1	5.2	-7.7	-0.6	-24.5
35	20.8	-21.6	8.4	-0.6	3.8
36	2.5	-2.1	4.4	-0.3	-10.1
37	3.0	-10.9	-1.6	0.0	-8.7
38	12.0	-17.5	8.3	1.1	-0.9
39	-5.1	-0.7	0.5	-2.7	4.6
40	-1.4	26.7	-1.7	-0.3	6.8
41	-4.5	-10.1	-0.1	0.1	-19.8
42	11.5	-110.5	0.8	2.3	-103.2
43	-3.3	21.2	nt	-0.5	nt
44	-3.5	17.8	-3.9	-1.5	-26.1
45	44.8	46.0	nt	-1.8	nt

# Four entries picked at random from those above:
item	molecule	TRPC4 potent	TRPC4 agonist	TRPC6 inh	MrgX1 antagonist	TRPC4 block	TRPC6 activator
43	COc1cc(C(=O)NNC(=O)c2cccn2C)cc(OC)c1OC	i	i	i	i	i	i
4	N#CC1=C(N)Oc2n[nH]c(-c3cccs3)c2C1c1ccco1 (stereo not drawn)	i	i	i	i	i	i
11	COc1ccc(N(C(=O)Cn2nnc(-c3ccc(Cl)cc3)n2)C(C(=O)NCC2CCCO2)c2ccc(C)cc2)cc1 (stereo not drawn)	i	i	i	i	i	i
31	COc1ccc(-c2csc(NC(=O)CSc3nc(SC)ns3)n2)cc1	i	i	i	i	i	i

item	SKKanGAS inh	aSyn UTR inh	IEC-6 tox	HIF act	KLF5 inhibitor
43	-3.3	21.2	nt	-0.5	nt
4	-3.4	-1.9	0.2	-0.1	4.5
11	-4.1	18.9	-2.0	-0.1	-5.3
31	11.0	-102.1	1.9	1.2	-1.6

# (continued)
item	molecule	TRPC4 potent	TRPC4 agonist	TRPC6 inh	MrgX1 antagonist	TRPC4 block	TRPC6 activator
46	Cc1ccccc1S(=O)(=O)NNC(=O)C(=O)NNc1ccccn1	i	i	i	i	i	i
47	Cc1nn(C)c(C)c1NS(=O)(=O)c1cccc(Br)c1	i	i	i	-4.71*	i	i
48	Cc1ccc(NC(=O)c2sc3ncn(CC(=O)N4CCN(c5ccccn5)CC4)c(=O)c3c2C)cc1Cl	i	i	i	i	i	i
49	COc1ccc(NC(=O)[C@@H]2CC=C[C@@H]3CCN(Cc4ccccc4)C(=O)[C@@H]32)cc1	i	i	i	i	i	i
50	COc1cc(C)nc(N2CCCC(C(=O)NCC(C)C)C2)n1 (stereo not drawn)	i	i	i	i	i	i

item	SKKanGAS inh	aSyn UTR inh	IEC-6 tox	HIF act	KLF5 inhibitor
46	-1.2	-3.8	2.7	-0.1	-14.8
47	-10.0	4.6	nt	2.5	nt
48	-0.5	3.5	-5.3	-0.3	-23.7
49	0.6	20.4	nt	-1.2	nt
50	-0.2	-6.7	-5.7	-0.4	-35.5
